RECQ1 inh: qHTS Assay for Inhibitors of RecQ-Like Dna Helicase 1 (RECQ1); RECQ1 DNA unwinding, red fluorescence kinetic read; AID 2549, 2010; Potency, µM (top dose mostly 57.3 µM), inactives show at the highest dose activity, negative = inhibition, hits mostly inhibitors; 240,000 compounds, 0.54% hits; ATP-dependent DNA helicase Q1 (Homo sapiens), P46063;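 note: plate controls were vehicle for no effect and no enzyme for full effect; nearly all actives have a fitted effect of over 30% in size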
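RECQ1T1 50 nM; forked duplex (20 bp + 30-nt ss tails) 200 nM, ATP 2 mM final; pH 8.0, 2 mM MgCl2, 2.5 ug/ml poly(dI-dC); 15 min compound preincubation; discontinuous kinetic read over 2 h at RT.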
LMNA splice mod: qHTS Assay for Modulators of Lamin A Splicing; HeLa LMNA splicing GFP/RFP minigene ratio, 48 h; Potency, µM (titrated, usually from 46.1 µM), without a hit: at the highest dose ratio change, negative = inhibition, usual class: inhibitors; 200,000 compounds, 0.01% hits; active = well fitted inhibition curve with a large enough effect in the signal ratio, with a control signal flat, not every such curve was filed as active; inconclusive = small, poorly fitted or top-dose-only effect, or effect the other way, or a change in a side signal; the % refers to the signal ratio; note: % is set by controls: 0 for no effect and ±100 for the full control effect
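S3 HeLa cells stably expressing lamin A-EGFP splicing minigene plus DsRed2, 600 cells/well, 48 h compound exposure at 37C. Laser-scanning cytometry; analysed as GFP (500-530 nm)/RFP (575-640 nm) total intensity ratio; 0.5% DMSO vehicle.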
JMJD2E inh: qHTS Assay for Inhibitors of Human Jumonji Domain Containing 2E (JMJD2E); Lysine-specific demethylase 4E (Homo sapiens), B2RXH2; JMJD2E catalytic domain, FDH-coupled NADH fluorescence (FDH is formaldehyde dehydrogenase); Potency, µM (highest dose often 57.1 µM), for inactives: at the highest dose activity change, negative = inhibition, usual class: inhibitors; 230,000 compounds, 1.6% hits; active = well fitted inhibition curve with a large enough effect, not every such curve was filed as active; inconclusive = small, poorly fitted or top-dose-only effect, or another doubt; inactive = no such curve, though single readings can be large or run the other way;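 note: 0% = wells with enzyme and -100% = buffer wells without enzyme; nearly all actives have a fitted effect of over 50% in size; many of its hits are not listed in these tables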
Target sequence (B2RXH2 1-337 limits assumed): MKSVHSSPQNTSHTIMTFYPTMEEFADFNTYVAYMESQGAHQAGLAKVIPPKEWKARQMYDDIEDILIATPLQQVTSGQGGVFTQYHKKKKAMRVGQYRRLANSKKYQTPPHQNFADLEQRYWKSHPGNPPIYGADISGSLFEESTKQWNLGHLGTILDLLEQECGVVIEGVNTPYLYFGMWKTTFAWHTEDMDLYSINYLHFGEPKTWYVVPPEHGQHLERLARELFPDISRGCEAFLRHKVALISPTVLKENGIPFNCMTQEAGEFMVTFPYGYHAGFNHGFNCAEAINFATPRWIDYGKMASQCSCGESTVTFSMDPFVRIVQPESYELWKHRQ
SMN2 splice enh: qHTS Assay for Enhancers of SMN2 Splice Variant Expression. 210,000 compounds, 2.8% hits. HEK293 SMN2-luciferase splicing reporter, luminescence, 30-36 h. Potency, µM (highest dose often 46.1 µM), without a hit: top-dose activity change, positive = activation, hits mostly activators; note: % of control where 0% means no effect; nearly all actives have a fitted effect of over 55% in size
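qHTS luciferase splicing reporter: luminescence rises when SMN2 exon 7 is included in transfected HEK293 cells. Compound exposure lasted 30-36 h at 37C, with 4.5 mM final sodium butyrate as control, followed by a ONE-Glo read.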
TRb SRC2 PPI: qHTS for Inhibitors of the Interaction of Thyroid Hormone Receptor and Steroid Receptor Coregulator 2; Thyroid hormone receptor beta (Homo sapiens), P10828; Potency, µM (top dose mostly 106 µM), for the others: at the top dose activity change, negative = inhibition, hits mostly inhibitors; 280,000 compounds, 0.065% hits; TRbeta-SRC2 peptide binding, fluorescence polarization; receptor liganded with 1 µM T3;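 note: plate controls were bound peptide for no effect and peptide without receptor for full effect; nearly all actives have a fitted effect of over 50% in size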
Target sequence (P10828 whole entry, looked up): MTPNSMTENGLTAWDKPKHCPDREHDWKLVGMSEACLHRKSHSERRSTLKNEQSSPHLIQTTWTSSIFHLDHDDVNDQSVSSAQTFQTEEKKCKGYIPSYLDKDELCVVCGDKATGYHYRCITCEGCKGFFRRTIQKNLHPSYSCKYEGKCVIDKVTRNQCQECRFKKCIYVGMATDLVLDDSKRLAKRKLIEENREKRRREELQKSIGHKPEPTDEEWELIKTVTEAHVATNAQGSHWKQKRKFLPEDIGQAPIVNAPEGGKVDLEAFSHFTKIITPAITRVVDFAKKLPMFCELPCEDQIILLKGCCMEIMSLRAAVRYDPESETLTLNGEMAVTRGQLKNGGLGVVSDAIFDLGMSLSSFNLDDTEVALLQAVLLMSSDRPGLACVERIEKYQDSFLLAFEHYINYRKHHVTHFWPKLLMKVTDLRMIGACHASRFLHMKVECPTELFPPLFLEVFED
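Quantitative HTS by FP: 0.6 uM TRb LBD, 20 nM labeled SRC2 20-mer, 1 uM T3, 5% DMSO; 5 hr ambient incubation; % activity per concentration and potencies from concentration series.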
TR SRC2 fluor cs: Total Fluorescence Counterscreen for Inhibitors of the Interaction of Thyroid Hormone Receptor and Steroid Receptor Coregulator 2. 280,000 compounds, 0.29% hits. AID 1479, 2009. Potency, µM (doses to about 106 µM), without a hit: at the top dose fluorescence change, negative = quenching. TRb/SRC2 Texas Red total fluorescence interference; active = well fitted curve in either direction with a large enough effect; inconclusive = small, poorly fitted or top-dose-only effect; note: % is set by controls: 0 for no effect and ±100 for the full control effect
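Human TRb ligand-binding domain at 0.6 uM with 20 nM Texas Red SRC2 peptide in Tris buffer containing 1 uM T3 and 5% DMSO, incubated with compound 5 h at ambient temperature. Total fluorescence (555/632 nm) calculated as parallel + 2 × perpendicular.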
RGS12 GoLoco inh: qHTS Assay for Inhibitors of RGS12 GoLoco Motif Activity (Red Fluorophore) | Potency, µM (highest dose often 61.6 µM), inactives show at the highest dose activity, negative = inhibition, usual class: inhibitors | 230,000 compounds, 0.44% hits | Gai1:RGS12 GoLoco peptide FP, rhodamine, 10 min | Guanine nucleotide-binding protein G(i) subunit alpha-1 (Homo sapiens), P63096; active = well fitted inhibition curve with a large enough effect, not every such curve was filed as active; inactive = no such curve, though single readings can be large or run the other way; note: % is set by controls: 0 for no effect and ±100 for the full control effect; nearly all actives have a fitted effect of over 30% in size; many of its hits are not listed in these tables
ALDH1A1 block: qHTS Assay for Inhibitors of Aldehyde Dehydrogenase 1 (ALDH1A1); Aldehyde dehydrogenase 1A1 (Homo sapiens), P00352; Purified ALDH1A1, NADH fluorescence, propionaldehyde substrate; Potency, µM (titrated, usually from 75.3 µM), inactives show at the top dose activity, negative = inhibition, usual class: inhibitors; 220,000 compounds, 7.3% hits; active = well fitted inhibition curve with a large enough effect, not every such curve was filed as active; inconclusive = small, poorly fitted or top-dose-only effect, or another doubt; inactive = no such curve, though single readings can be large or run the other way;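 note: plate controls were no enzyme wells and a reference inhibitor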
The depositor's hits bear a star; i = inactive; ? = inconclusive; nt = not tested or not shown; [ ] = another dose, or the depositor's remark. Unless noted, calls come from the whole dose curve; as a rule, active = well fitted curve in the direction sought with a large enough effect; inconclusive = small, poorly fitted or top-dose-only effect, or another doubt; inactive = no such curve, though single readings can be large; an effect the other way counts as inactive or inconclusive. Potency is the fitted concentration of half-maximal effect. The list is partial; count on the stated rates, not on these rows.

Values run as follows: RECQ1 inh	LMNA splice mod	JMJD2E inh	SMN2 splice enh	TRb SRC2 PPI	TR SRC2 fluor cs	RGS12 GoLoco inh	ALDH1A1 block
CCOc1ccc(N=C2NC(=O)S/C2=C\c2ccc(Cl)cc2)cc1
 : -12%	5%	-2%	9%	-16%	0%	25%	2%
Cc1onc(-c2c(F)cccc2Cl)c1C(=O)OCC(=O)c1c[nH]c2ccccc12
 : 22µM*	nt	-9%	nt	1%	-3%	3%	nt
COc1ccc(CCNC(=O)Cn2cccc2C(=O)c2ccccc2C)cc1OC
 : -2%	-2%	-3%	5%	8%	9%	15%	-3%
C=C(C)c1cccc(C(C)(C)NC(=O)Nc2cc(C)ccc2OC)c1
 : -13%	-6%	-6%	-16%	4%	-9%	0%	3%
Cc1nn(C)c(Cl)c1C(=O)NCC(=O)Nc1ccc(C(C)C)cc1
 : -13%	nt	2%	-10%	7%	-1%	10%	-4%
COC(=O)C1(C(F)(F)F)N=C2Sc3ccccc3N2C(N2CCOCC2)=N1 (stereo not given)
 : -10%	-2%	7%	3%	-2%	-1%	8%	6%
COc1ccc(-c2nn(-c3ccccc3)cc2/C=C/C(=O)NCCCn2ccnc2)cc1OC
 : -6%	nt	?	nt	5%	-3%	-3%	-9%
N=c1c2c3c(sc2ncn1CCN1CCOCC1)CCCC3
 : 0%	?	14%	-9%	4%	-3%	5%	-2%
O=C(NNc1cccc(Cl)n1)Nc1ccc(Cl)cc1
 : -4%	11%	6%	2%	-1%	0%	2%	?
CCOc1ccc2nc(SCC(=O)Nc3ncccn3)[nH]c2c1
 : -8%	0%	-1%	-6%	-8%	-2%	1%	-1%
O=C(Nc1ccc(Oc2ccccc2)cc1)c1cnc2n(c1=O)CCS2
 : -1%	?	?	-108%[inhibitor]	0%	3%	16%	?
O=C(c1cccc(S(=O)(=O)N2CCCC2)c1)c1cccc(S(=O)(=O)N2CCCC2)c1
 : 0%	?	-4%	-71%[inhibitor]	1%	-4%	-2%	5%
C=CC[C@@H]1C=C[C@@H](O/N=C2/C[C@@H](O)[C@@H](O)[C@@H]3[C@@H]4C(=O)N(CC)C(=O)[C@H]4CC[C@@H]23)[C@@H](CO)O1
 : -2%[11.5 µM]	nt	nt	nt	3%[11.2 µM]	1%[11.2 µM]	nt	14%[13.5 µM]
O=C(NCCN1CCOCC1)C1CCC(=O)N1C1CCCCC1 (stereo not given)
 : -7%	2%[0.0737 µM]	11%	9%	-13%	-3%	-4%	8%
CCC(C)c1ccc(O)c(NC(=O)c2cncc(Br)c2)c1 (stereo not given)
 : -5%	?	6%	-26%	0%	-2%	6%	?
O=C(N/N=C/c1ccc(OCc2cnc(Cl)s2)cc1)c1ccncc1
 : i	?	4%	-2%	-5%	-1%	1%	4%
Cn1c(=O)c2c(nc(CN3CCN(Cc4ccccc4)CC3)n2Cc2ccccc2)n(C)c1=O
 : -12%	-8%	5%	-5%	-12%	-1%	-1%	5%
CC#CC[N+](C)(C)CCCCCC
 : 7%	nt	8%	nt	0%	2%	-9%	nt
COc1ccccc1N1CCN(C(CNC(=O)C2CCCCC2)c2cccnc2)CC1 (stereo not given)
 : 4%	?	2%	-32%[inhibitor]	2%	3%	3%	3%
COC(=O)c1ccc(CN(C)S(=O)(=O)c2ccc(C)cc2)o1
 : -1%	11%	6%	-13%	-6%	5%	2%	3%

Entries of single compounds as entered above.
CCOc1ccc2nc(SCC(=O)Nc3ncccn3)[nH]c2c1 as listed: RECQ1 inh: -8%; LMNA splice mod: 0%; JMJD2E inh: -1%; SMN2 splice enh: -6%; TRb SRC2 PPI: -8%; TR SRC2 fluor cs: -2%; RGS12 GoLoco inh: 1%; ALDH1A1 block: -1%
CCOc1ccc(N=C2NC(=O)S/C2=C\c2ccc(Cl)cc2)cc1 as listed: RECQ1 inh: -12%; LMNA splice mod: 5%; JMJD2E inh: -2%; SMN2 splice enh: 9%; TRb SRC2 PPI: -16%; TR SRC2 fluor cs: 0%; RGS12 GoLoco inh: 25%; ALDH1A1 block: 2%

Other structures.
Values run as follows: RECQ1 inh	LMNA splice mod	JMJD2E inh	SMN2 splice enh	TRb SRC2 PPI	TR SRC2 fluor cs	RGS12 GoLoco inh	ALDH1A1 block
O=C(NC(=S)Nc1cccc(Cl)c1N1CCCCC1)c1cccs1
 : -15%	16%	14%	-6%	-3%	-1%	4%	-3%
Cc1ccc(Cl)c(NC(=O)COC(=O)c2ccccc2C(=O)c2ccc(Cl)c([N+](=O)[O-])c2)c1Cl
 : 0%	27%	6%	-109%[inhibitor]	2%	-1%	16%	13%
O=C(CSc1nc(NS(=O)(=O)c2ccccc2)cc(=O)[nH]1)Nc1ccc(Cl)cc1
 : -1%	19%[9.22 µM]	?	nt	14%	-5%	24%	-9%
CCOc1ccccc1-c1nc(-c2cc3ccc(C)cc3[nH]c2=O)no1
 : -2%	-10%	?	-4%	-4%	-2%	2%	?
O=C(c1ccc(Cl)cc1)c1cnc(Nc2ccccc2)s1
 : 1%	-1%	-3%	25%	2%	-1%	-9%	9%
Fc1ccc(CSc2ccc3nnc(-c4cccs4)n3n2)cc1
 : -1%	-8%	-6%	-4%	0%	-28%	10%	-5%
CCOc1cc(/C=N/NC(=O)CCn2nnc3ccccc32)ccc1O
 : 17%	nt	-16%	nt	-1%	-2%	-2%	nt
CCOc1ccc(CN2CCN(Cc3[nH]c4ccccc4c3C)CC2CCO)cc1 (stereo not given)
 : -14%	-20%[46 µM]	-13%	-21%	-1%	-1%	12%	-6%
Cc1nc(=O)c(-c2ccccc2)c(C)n1-c1ccccc1C(=O)O
 : 0%	0%	-5%	17%	-11%	-2%	8%	6%
COc1ccc(S(=O)(=O)N[C@@H](Cc2ccccc2)C(=O)N2CC[C@@]3(O)CCCC[C@H]3C2)cc1
 : i	9%	7%	-13%	2%	0%	4%	-15%
Cn1c(Cc2ccccc2)nnc1SCC(=O)Nc1ccccc1
 : i	2%[46 µM]	-8%	-13%	-2%	0%	3%	10%
COc1ccccc1CNC(=O)Cn1cccc1
 : 1%	1%	3%	0%	5%	1%	-5%	5%
COc1ccc(S(=O)(=O)N2CCOC2CNC(=O)C(=O)NCc2ccco2)cc1OC (stereo not given)
 : -8%	nt	0%	nt	-4%	1%	10%	nt
COc1ccccc1-c1nnc(-c2ccc(N3CCOCC3)cc2)o1
 : -14%	?	?	5.6µM*	-7%	-8%	7%	?
O=C(NC1CC1)C1=C[C@@H](c2ccc3c(c2)OCO3)C[C@@H](OCc2ccc(CO)cc2)O1
 : -1%	nt	1%	nt	-1%	0%	-7%	4%
O=C(Nc1nc(-c2cc(Cl)sc2Cl)cs1)c1ccccc1
 : -4%	?	?	-35%[inhibitor]	6%	0%	3%	-6%
NCC(=O)N[C@@H](CCCN=C(N)N)C(=O)NCC(=O)N[C@@H](CC(=O)O)C(=O)N[C@@H](CC(N)=O)C(=O)N1CC[C@@H](C(=O)O)C1
 : i	nt	nt	nt	-4%	0%	12%	11%
Cc1ccc(Sc2ccc(NC(=O)CCl)cc2)c(C)c1
 : 1%	-8%	5%	-88%[inhibitor]	11%	-1%	5%	-6%
NNC(=S)Nc1ccccc1Cl
 : i	?	?	-1%	-6%	-2%	2%	28µM*
CC(C)(C)NC(=O)NC(=O)CN1CCN(C(c2ccccc2)c2ccccc2)CC1
 : -1%	?	-23%	-40%[inhibitor]	4%	-6%	6%	0%

Part of the list above, reformatted:
canonical_smiles	RECQ1 inh	LMNA splice mod	JMJD2E inh	SMN2 splice enh	TRb SRC2 PPI	TR SRC2 fluor cs	RGS12 GoLoco inh	ALDH1A1 block
CCOc1ccccc1-c1nc(-c2cc3ccc(C)cc3[nH]c2=O)no1	-2%	-10%	?	-4%	-4%	-2%	2%	?
O=C(c1ccc(Cl)cc1)c1cnc(Nc2ccccc2)s1	1%	-1%	-3%	25%	2%	-1%	-9%	9%
Fc1ccc(CSc2ccc3nnc(-c4cccs4)n3n2)cc1	-1%	-8%	-6%	-4%	0%	-28%	10%	-5%

Other results.
Values run as follows: RECQ1 inh	LMNA splice mod	JMJD2E inh	SMN2 splice enh	TRb SRC2 PPI	TR SRC2 fluor cs	RGS12 GoLoco inh	ALDH1A1 block
NC(=S)Nn1c(CCC(=O)O)ccc1-c1ccccc1
 : -3%	-11%	-5%	8%	-1%	7%	13%	14%
CC1(C)C2([N+](=O)[O-])CN(CCO)CC1([N+](=O)[O-])CN(CCO)C2
 : -2%	4%	-8%	12%	4%	-1%	4%	0%
CC(=O)N(C)C1(c2nnnn2CCOC(=O)Nc2cccc3ccccc23)CCCC1
 : -12%	-7%	-8%	20%	6%	3%	-4%	1%
Cc1cccc(NC(=S)NNC(=O)c2ccco2)c1
 : i	0%	0%	19%	-14%	2%	-8%	?
Cc1cc(NC(=O)COC(=O)c2ccc(NS(=O)(=O)c3ccc(C)c(C)c3)cc2)no1
 : i	-5%	-6%	-4%	-5%	-4%	4%	3%
COc1ccc(S(=O)(=O)n2nc(OC(=O)c3ccc(C)cc3)cc2N)cc1
 : -8%	-6%	-3%	-13%	5%	0%	4%	-14%

High-throughput results from PubChem BioAssay.
